BRCA1 expr up – increases BRCA1 expression; MCF7-BRCA1-FFLuc reporter, luminescence, 48 h; response scale: scaled: vehicle 0%, 10 µM genistein 100%; actives 1.1% (n = 380,000); Potency, µM (highest dose often 46.1 µM), without a hit: at the highest dose activation, usual class: activators; also: potency is read from the fitted curve at half-maximal effect; nearly all actives have a fitted effect of over 80% in size; some results filed as inactive show a strong effect at the top dose
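First, MCF7-BRCA1-FFLuc cells (2000/well) attach for 2 h; next, compounds are pin-added and incubated 48 h at 37 °C; finally, luciferase reagent is added and luminescence read after 15 min.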
ELG1 genotox – genotoxicity induction in ELG1-luciferase HEK293T cells | actives 1.3% (n = 330,000) | HEK293T ELG1-luciferase reporter, luminescence, 16 h | AID 504466 | Potency, µM (highest dose often 46 µM), for the others: top-dose activity change, positive = activation, hits mostly activators; also: potency is read from the fitted curve at half-maximal effect; % of control where 0% means no effect; nearly all actives have a fitted effect of over 60% in size
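After overnight (16 hr) compound treatment at 37 °C, ELG1-luciferase HEK293T cells were lysed with ONE-Glo; luminescence quantified 30 min later at room temperature.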
S-ASM inh – human S-ASM enzyme inhibition. AID 504937. Potency, µM (top dose mostly 57.5 µM), without a hit: at the top dose activity change, negative = inhibition, actives largely listed as inhibitors. actives 0.006% (n = 340,000). placental ASM, HMU-PC fluorogenic substrate, 60 min; also: potency is read from the fitted curve at half-maximal effect
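Human placenta-derived ASM preincubated with compound 10 min at room temperature, then reacted with 9 uM (final) fluorogenic HMU-PC substrate for 60 min at 37 C. Stop solution raises pH to 10; fluorescence read at Ex 386/Em 447 nm.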
uPA surface inh – blocks generation of uPA at the cell surface; actives 0.31% (n = 330,000); cell surface uPA generation assay, qHTS; Potency, µM (highest dose often 38.3 µM), for inactives: top-dose activity change, negative = inhibition, usual class: inhibitors; active = well fitted inhibition curve with a large enough effect; inconclusive = small, poorly fitted or top-dose-only effect; inactive = no such curve, though single readings can be large or run the other way; tested in mouse RAW 264.7 cells; also: potency is read from the fitted curve at half-maximal effect; % is scaled to controls: 0 for no effect and ±100 for the full control effect; nearly all actives have a fitted effect of over 55% in size
USP2a block – USP2a (human) protease inhibition; O75604; USP2 core, Ub-CHOP2 coupled fluorogenic reporter, 485/531; Potency, µM (doses to about 38.3 µM), for the others: at the highest dose activity change, negative = inhibition, actives largely listed as inhibitors; actives 0.01% (n = 330,000);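 also: potency is read from the fitted curve at half-maximal effect; plate controls were DMSO wells for no effect and full inhibition by NEM control for full effect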
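Cell-free coupled assay: 10nM USP2 core preincubated 30min RT with compound in Tris-HCl pH 8.0/CaCl2/CHAPS buffer, then 25nM Ub-CHOP2 and 25nM reporter substrate; fluorescence (Ex 485/Em 531) read after 60min RT, normalized to NEM inhibition, concentration-response curves fitted.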
TSG101-PTAP inh – blocks PTAP/TSG101 interaction to inhibit HIV-1 budding. Q99816. Fluorescence polarization, FITC-PTAP peptide / Tsg101 binding. Potency, µM (titrated, usually from 115 µM), without a hit: top-dose activity change, negative = inhibition, hits mostly inhibitors. 340,000 tested, under 10 active. AID 493005; active = well fitted inhibition curve with a large enough effect in the main read-out, with a control signal flat, not every such curve was filed as active; inconclusive = small, poorly fitted or top-dose-only effect, or effect the other way, or a change in a side signal; inactive = no such curve, though single readings can be large or run the other way; also: potency is read from the fitted curve at half-maximal effect; % of control where 0% means no effect
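Fluorescence polarization binding of Tsg101 binding domain (10 uM final) to FITC-labeled PTAP peptide (50 nM final) in HEPES pH 7.5 buffer with NaCl, Tween 20, EDTA, TCEP. Compounds added before peptide; binding 20 min at RT.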
p53 reactivation – mutant p53 re-activation in reporter cells | Potency, µM (series often up to 92.2 µM), without a hit: at the top dose activity change, positive = activation, actives largely listed as activators | H1299 p53-A138V BP100-luciferase reporter, luminescence, 24 h | AID 504706 | actives 0.063% (n = 320,000); also: potency is read from the fitted curve at half-maximal effect; % of control where 0% means no effect; nearly all actives have a fitted effect of over 45% in size
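p53-null H1299 cells stably carrying temperature-sensitive p53-A138V and a BP100-luciferase reporter were pinned with compounds (4-point, 1:5 series) and held 24 hrs at 37 deg C. Luminescence was read 10 min after detection reagent.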
TRPV1 agonist – activates the human vanilloid receptor TRPV1; Q8NER1; actives 0.19% (n = 320,000); TRPV1-expressing cells, Fluo-8 calcium influx, agonist mode; activation, % at 8.33 µM; AID 540275; in the data active = activation above about 80%; inconclusive = between about 30% and that limit; also: 0% is about no effect
Target sequence (Q8NER1 whole entry, looked up): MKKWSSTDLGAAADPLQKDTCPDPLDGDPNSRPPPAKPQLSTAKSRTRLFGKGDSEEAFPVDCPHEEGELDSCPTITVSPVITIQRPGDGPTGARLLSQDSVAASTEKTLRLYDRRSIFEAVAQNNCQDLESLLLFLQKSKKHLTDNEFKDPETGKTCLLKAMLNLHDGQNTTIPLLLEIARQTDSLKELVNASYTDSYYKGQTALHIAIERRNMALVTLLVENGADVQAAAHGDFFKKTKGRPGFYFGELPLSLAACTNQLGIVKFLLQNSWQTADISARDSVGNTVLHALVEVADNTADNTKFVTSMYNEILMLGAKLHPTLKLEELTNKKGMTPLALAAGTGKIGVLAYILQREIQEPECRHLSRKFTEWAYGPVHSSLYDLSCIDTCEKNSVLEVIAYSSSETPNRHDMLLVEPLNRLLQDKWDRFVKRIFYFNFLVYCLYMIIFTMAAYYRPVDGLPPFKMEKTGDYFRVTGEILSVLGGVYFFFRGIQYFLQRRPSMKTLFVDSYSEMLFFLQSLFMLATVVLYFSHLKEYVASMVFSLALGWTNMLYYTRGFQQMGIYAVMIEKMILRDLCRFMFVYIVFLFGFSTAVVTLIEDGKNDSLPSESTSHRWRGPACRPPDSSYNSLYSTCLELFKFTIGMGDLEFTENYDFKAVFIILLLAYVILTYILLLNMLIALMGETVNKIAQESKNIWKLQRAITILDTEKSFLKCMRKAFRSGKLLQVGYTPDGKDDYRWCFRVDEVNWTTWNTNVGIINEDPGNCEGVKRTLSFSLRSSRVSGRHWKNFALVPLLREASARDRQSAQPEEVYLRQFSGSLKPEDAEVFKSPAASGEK
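Cells expressing TRPV1 were dye-loaded with Fluo-8 and read kinetically: 10 s baseline, 3 min after compound (agonist portion), then 2 min after EC20 capsaicin (allosteric enhancer portion). Calcium-bound dye fluorescence at 480/520 nm.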
B2AR arrestin – recruits beta-arrestin to the human beta2-adrenergic receptor. beta-arrestin recruitment to beta2AR, cell-based reporter. actives 0.02% (n = 330,000). P07550. Potency, µM (series often up to 46.1 µM), for the others: top-dose activation, most hits filed as activators;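 also: potency is read from the fitted curve at half-maximal effect; 0% = DMSO controls and full agonism = EC100 isoproterenol or metaproterenol; nearly all actives have a fitted effect of over 65% in size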
Eya2 inh – inhibitors of human Eya2 phosphatase activity. O00167. recombinant Eya2, OMFP fluorescence dephosphorylation (OMFP is methylfluorescein phosphate). Potency, µM (doses to about 76.9 µM), without a hit: top-dose activity, negative = inhibition, usual class: inhibitors. actives 0.006% (n = 330,000). AID 488837; also: potency is read from the fitted curve at half-maximal effect; % is scaled to controls: 0 for no effect and ±100 for the full control effect
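Eya2 (0.2 uM) preincubated 10 min at ambient with compound, then OMFP substrate added at 50 uM; 10 min reaction in 50 mM HEPES pH 7.5, 50 mM NaCl, 5 uM MgCl2, 0.05% BSA, 1 mM DTT. Fluorescence read at Ex 485/Em 525 nm.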
Integrin act MD – activates integrin-mediated alleviation for muscular dystrophy; alpha7betagal myoblasts, beta-gal FDG fluorescence, 48 h; Potency, µM (highest dose often 38.3 µM), without a hit: at the highest dose activation, actives largely listed as activators; actives 0.064% (n = 350,000); AID 624291;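 also: potency is read from the fitted curve at half-maximal effect; 100% = response of the positive control SU9516; nearly all actives have a fitted effect of over 60% in size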
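Alpha7betagal+/- myoblasts (passage 13) were plated 16-24 hr, then exposed to compounds (1:260 dilution of DMSO stock) for 48 hours at 37C. After MPER lysis, β-galactosidase reporter activity was read as FDG fluorescence (ex 480/em 540) after 30 minutes.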
The depositor's hits bear a star; [ ] = dose if it differs, or a comment. Unless noted, calls follow the shape of the dose curve; as a rule, active = well fitted curve in the direction sought with a large enough effect; inconclusive = small, poorly fitted or top-dose-only effect, or another doubt; inactive = no such curve, though single readings can be large; an effect the other way counts as inactive or inconclusive.

Screening COc1ccc(C2CC(C(F)(F)F)n3nc(C(=O)NCCN4CCOCC4)cc3N2)cc1 (centres undefined) returned BRCA1 expr up -9.3%, ELG1 genotox -1.0%, S-ASM inh -1.8%, uPA surface inh 0.8%, USP2a block 6.9%, TSG101-PTAP inh -0.8%, p53 reactivation -1.0%, TRPV1 agonist -3.8, B2AR arrestin 0.0%, Eya2 inh -2.1% and Integrin act MD -10.2%[7.66 µM].
Screening O=C1NN(c2ccccc2)C(=O)/C1=C\c1ccc2c(c1)OCO2 returned BRCA1 expr up -6.8%, ELG1 genotox -2.2%, S-ASM inh 1.8%, uPA surface inh 2.9%, USP2a block 0.2%, TSG101-PTAP inh -1.2%, p53 reactivation inconclusive, TRPV1 agonist 1.6, B2AR arrestin 0.3%, Eya2 inh -23.6% and Integrin act MD 6.2%.
Screening O=C(CN1C(=O)c2ccccc2C1=O)Nc1cc(C(=O)O)cc(C(=O)O)c1 returned BRCA1 expr up -0.7%, ELG1 genotox -1.9%, S-ASM inh 5.8%, uPA surface inh inconclusive, USP2a block -0.6%, TSG101-PTAP inh -0.6%, p53 reactivation 8.1%, TRPV1 agonist -0.3, B2AR arrestin 0.5%, Eya2 inh -11.1% and Integrin act MD -10.1%.
Screening COc1cc(OC)c(OC)cc1/C=C1\CCC(C2CCCC2)C1=O (centres undefined) returned BRCA1 expr up -16.3%, ELG1 genotox -14.3%, S-ASM inh 25.8%, uPA surface inh -14.4%, USP2a block -4.7%, TSG101-PTAP inh -3.6%, p53 reactivation 0.2%, TRPV1 agonist 8.4, B2AR arrestin -0.5%, Eya2 inh 2.0% and Integrin act MD -46.7%[inhibitor].
`C/C(=N\OC(=O)c1cccc(C(F)(F)F)c1)c1sc(-c2ccccc2)nc1C` gave BRCA1 expr up inconclusive, ELG1 genotox 2.8%, S-ASM inh -1.8%, uPA surface inh 1.0%, USP2a block -0.3%, TSG101-PTAP inh 1.4%, p53 reactivation 2.6%, TRPV1 agonist 0.1, B2AR arrestin 0.1%, Eya2 inh -0.6% and Integrin act MD -28.4%[1.53 µM].
COc1ccc(NC(=O)CN2CCC(C(=O)c3ccc(C)cc3)CC2)c(OC)c1 was read as BRCA1 expr up -9.5%, ELG1 genotox -12.9%, S-ASM inh -4.7%, uPA surface inh 3.9%, USP2a block 2.6%, TSG101-PTAP inh -2.0%, p53 reactivation -10.3%, TRPV1 agonist 1.9, B2AR arrestin -0.2%, Eya2 inh -1.9% and Integrin act MD -29.2%.
CN(C)CC/C=C1\c2ccccc2Sc2cc(F)c(Cl)cc21 was read as BRCA1 expr up -62.7%, S-ASM inh -0.9%, uPA surface inh 3.0%, TSG101-PTAP inh -0.9% and Integrin act MD -33.9%.
For CCOC(=O)C1CCN(C(=O)c2ccc(C)c(S(=O)(=O)N3CCCC3)c2)CC1 the results were BRCA1 expr up 12.8%, ELG1 genotox 5.7%, S-ASM inh -1.7%, uPA surface inh -1.3%, USP2a block -1.0%, p53 reactivation 4.2%, TRPV1 agonist 2.2, B2AR arrestin -0.2%, Eya2 inh 13.0% and Integrin act MD -26.0%.
`CCN(CC)S(=O)(=O)c1cccc(NC(=O)c2cc(-c3cccs3)nn2-c2ccccc2)c1` gave BRCA1 expr up -35.0%, ELG1 genotox -5.9%, S-ASM inh -1.2%, uPA surface inh -1.3%, USP2a block -1.0%, TSG101-PTAP inh 1.7%, p53 reactivation -2.5%, TRPV1 agonist 3.4, B2AR arrestin -0.3%, Eya2 inh -6.0% and Integrin act MD -17.0%.
COc1cc(/C=C/c2sc3ccccc3[n+]2CCCS(=O)(=O)[O-])ccc1O was read as BRCA1 expr up inconclusive, ELG1 genotox -5.4%, S-ASM inh -4.8%, uPA surface inh -3.8%, USP2a block 0.0%, TSG101-PTAP inh inconclusive, p53 reactivation 1.2%, TRPV1 agonist 2.0, B2AR arrestin -0.5%, Eya2 inh 3.6% and Integrin act MD 3.0%.
Screening COc1ccc(C(=O)N(CCN2CCOCC2)CC(=O)NC2CCCC2)cc1OC returned BRCA1 expr up -9.1%, ELG1 genotox -9.1%, S-ASM inh -2.2%, uPA surface inh 4.1%, USP2a block -0.1%, TSG101-PTAP inh -1.6%, p53 reactivation -10.4%, TRPV1 agonist -1.4, B2AR arrestin -0.3%, Eya2 inh 12.7% and Integrin act MD 9.8%.
`COCCC(=O)N1CCC(Oc2ccc(C(=O)N3CCCC(CCCO)C3)cc2)CC1` (centres undefined) gave BRCA1 expr up -23.9%, ELG1 genotox -10.1%, uPA surface inh 2.4%, USP2a block -0.7%, TSG101-PTAP inh -0.8%, p53 reactivation -4.4%, TRPV1 agonist -7.8, B2AR arrestin 0.3%, Eya2 inh -0.1% and Integrin act MD 8.3%.
Screening O=C1OCCC1Sc1nc(-c2ccccc2)cs1 (centres undefined) returned BRCA1 expr up -5.1%, ELG1 genotox -3.1%, S-ASM inh -1.7%, uPA surface inh -1.6%, USP2a block 2.7%, TSG101-PTAP inh -1.0%, p53 reactivation 2.5%, TRPV1 agonist -7.6, B2AR arrestin 0.0%, Eya2 inh 10.9% and Integrin act MD 4.2%.
`CC(C)(C)C(=O)Nc1nnc(SCC(=O)NC2CCCCC2)s1` gave BRCA1 expr up 11.8%, ELG1 genotox -0.8%, S-ASM inh -0.6%, uPA surface inh 2.2%, USP2a block 2.2%, TSG101-PTAP inh -5.4%, p53 reactivation -6.2%, TRPV1 agonist 1.9, B2AR arrestin 0.0%, Eya2 inh 1.5% and Integrin act MD 2.9%.
`COc1ccccc1-n1c(SCC(=O)Nc2ccccc2F)nc2[nH]ncc2c1=O` gave BRCA1 expr up -6.5%, ELG1 genotox 1.3%, S-ASM inh 5.2%, USP2a block -2.1%, TSG101-PTAP inh -3.3%, p53 reactivation 0.4%, TRPV1 agonist 4.0, B2AR arrestin -0.7%, Eya2 inh -14.1% and Integrin act MD 20.4%.
CC1(C)C(=O)Nc2ccccc2N1C(=O)COC(=O)CSc1ccc(Cl)cc1 was read as BRCA1 expr up 6.4%, ELG1 genotox -2.8%, S-ASM inh -4.2%, uPA surface inh 10.6%, USP2a block 4.4%, TSG101-PTAP inh -9.3%, p53 reactivation 0.0%, TRPV1 agonist -1.0, B2AR arrestin 2.7%, Eya2 inh -9.6% and Integrin act MD -4.4%.
For COC(=O)COc1ccc(S(=O)(=O)Nc2ccc3c(c2)OCCO3)cc1C the results were BRCA1 expr up -26.7%, ELG1 genotox 12.1%, S-ASM inh 3.8%, uPA surface inh -0.5%, USP2a block 0.1%, TSG101-PTAP inh -1.3%, p53 reactivation 2.2%, TRPV1 agonist 1.7, B2AR arrestin -0.5%, Eya2 inh -2.9% and Integrin act MD 8.9%.
For O=C1CC(c2ccccc2)n2nc(NC(=O)C3CCCO3)nc2N1 (centres undefined) the results were BRCA1 expr up -19.3%, ELG1 genotox -0.1%, S-ASM inh -1.8%, uPA surface inh 1.5%, USP2a block 1.6%, TSG101-PTAP inh -0.7%, p53 reactivation -21.7%, TRPV1 agonist -2.3, B2AR arrestin 0.5%, Eya2 inh 4.6% and Integrin act MD -7.9%.
`CC(C)S(=O)(=O)C/C(N)=N/OC(=O)c1cc(Cl)cc(Cl)c1` gave BRCA1 expr up -0.7%, ELG1 genotox 0.6%, S-ASM inh 0.7%, uPA surface inh 1.8%, USP2a block 0.6%, TSG101-PTAP inh 2.4%, p53 reactivation -1.0%, TRPV1 agonist 16.4, B2AR arrestin -0.2%, Eya2 inh 0.3% and Integrin act MD 0.4%.
For CCn1cc(Cl)c(C(=O)Nc2cccc(C(F)(F)F)c2)n1 the results were BRCA1 expr up -8.7%, ELG1 genotox -13.9%, S-ASM inh -2.7%, uPA surface inh 7.5%, USP2a block 4.1%, TSG101-PTAP inh -0.9%, p53 reactivation 24.5%, TRPV1 agonist -10.6, B2AR arrestin -0.5%, Eya2 inh -6.5% and Integrin act MD -3.3%.
For OC1(c2ccccc2F)CCN(Cc2nnnn2Cc2ccc(F)cc2)CC1 the results were BRCA1 expr up -0.2%, ELG1 genotox 1.4%, S-ASM inh -2.5%, uPA surface inh 6.0%, USP2a block 0.9%, TSG101-PTAP inh -4.6%, p53 reactivation -4.9%, TRPV1 agonist 2.2, B2AR arrestin -0.8%, Eya2 inh 1.1% and Integrin act MD 0.0%.
O=C(O)CCCn1cc(NC(=O)c2ccc(Br)o2)cn1 was read as BRCA1 expr up 1.6%, ELG1 genotox -0.4%, S-ASM inh 1.4%, uPA surface inh 1.1%, USP2a block 3.5%, TSG101-PTAP inh -0.4%, p53 reactivation -1.0%, TRPV1 agonist -2.6, B2AR arrestin -0.5%, Eya2 inh 9.9% and Integrin act MD -22.5%.
`CN(CC(=O)Nc1cccc(F)c1)CC(=O)N1CCc2ccccc21` gave BRCA1 expr up -1.5%, ELG1 genotox 1.3%, S-ASM inh -3.0%, uPA surface inh 18.6%, USP2a block -0.4%, TSG101-PTAP inh -2.3%, p53 reactivation 5.6%, TRPV1 agonist 11.9, B2AR arrestin 0.1%, Eya2 inh -0.9% and Integrin act MD 0.0%.

The order is random (roughly 2.6% active in at least one column).
